Bioassay records deposited in PubChem by several laboratories.
Furin inh – blocks human furin protease activity. P09958. purified furin, fluorogenic substrate cleavage. inhibition, % at 30 µM. 220,000 tested, 0.061% active; in the data active = inhibition above about 25%; note: inactives centre near -15
FXIa inh 1536 – blocks human coagulation factor XIa protease activity; P03951; purified FXIa, Boc-Glu-Ala-Arg-AMC fluorogenic substrate; inhibition, % at 5 µM; 220,000 tested, 0.14% active; AID 798;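 active = inhibition of at least 40%; inactive = inhibition below 40%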;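 note: fluorescence of freed AMC excited at 355 nm; 0% = enzyme without compound and 100% = no enzyme blank; many of its hits are not listed in these tables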
Target sequence (P03951 19-387 limits assumed): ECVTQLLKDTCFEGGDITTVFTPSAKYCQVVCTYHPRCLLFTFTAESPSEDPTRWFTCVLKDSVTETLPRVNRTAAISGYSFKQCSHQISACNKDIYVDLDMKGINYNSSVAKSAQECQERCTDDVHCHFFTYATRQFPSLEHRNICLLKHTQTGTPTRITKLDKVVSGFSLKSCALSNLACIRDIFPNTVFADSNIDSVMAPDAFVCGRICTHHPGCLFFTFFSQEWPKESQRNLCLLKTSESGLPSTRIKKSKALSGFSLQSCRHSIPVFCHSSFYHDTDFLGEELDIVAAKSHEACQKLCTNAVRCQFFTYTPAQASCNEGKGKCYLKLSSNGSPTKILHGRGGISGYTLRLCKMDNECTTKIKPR
Target sequence (P03951 388-625 limits assumed): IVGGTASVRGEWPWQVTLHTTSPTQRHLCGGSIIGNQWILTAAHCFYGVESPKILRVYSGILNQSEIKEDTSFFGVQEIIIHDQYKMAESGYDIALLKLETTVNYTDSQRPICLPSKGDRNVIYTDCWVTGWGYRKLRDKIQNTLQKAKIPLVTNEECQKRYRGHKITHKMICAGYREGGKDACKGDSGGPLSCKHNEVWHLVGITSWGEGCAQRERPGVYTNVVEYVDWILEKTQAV
thrombin 1536 – inhibitors of human thrombin. alpha-thrombin, Boc-VPR-AMC fluorogenic substrate cleavage. P00734. inhibition, % at 5 µM. 220,000 tested, 0.26% active;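 active = inhibition at or above 40%; inactive = inhibition below 40%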;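 note: 0% = enzyme with no compound and 100% = wells without enzyme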
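Test system: human alpha-thrombin; medium: pH 7.5 Tris-saline with Tween 20; times: reaction at room temperature; signal: AMC fluorescence at 355 nm excitation and 460 nm emission; also added: Boc-VPR-AMC substrate, 15 µM final; dosing: one concentration per compound, 5 µM, with 0.2% DMSO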
Rad51 HR inh – blocks human Rad51 in homologous recombination; inhibition, % at 10 µM; 200,000 tested, 0.085% active; AID 1385; Q06609; hRad51 DNA strand exchange, fluorescence dequenching;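 active = inhibition above 40% at the single screening dose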;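 note: 0% = DMSO control wells and 100% = blanks with heterologous ssDNA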
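Material: Human Rad51 nucleoprotein filaments preassembled on unlabelled ssDNA | Also added: Labelled 47-mer dsDNA for strand exchange | Dosing: Single dose, 10 µM final compound | Schedule: 30-min compound preincubation and 15-min exchange, both room temperature | Technique: Fluorescence dequenching at 485/520 nm | Measure: Percent inhibition relative to plate controls and blanks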
KCC2 mod – modulators of human KCC2 chloride dependent transport; KCC2 cells, thallium flux FluoZin-2 fluorescence; B-score of Tl+ flux slope (higher = more flux/activation; lower = inhibition) at 10 µM; 190,000 tested, 2.2% active; AID 1456;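 active = thallium flux slope and its plate-corrected score both differing from the plate sample mean at a set confidence after two filtering rounds, in either direction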;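 note: slope of fluorescence scaled to starting intensity during 10 to 20 s after thallium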
FXIIa inh – factor XIIa (human) inhibition; purified FXIIa, Boc-QGR-AMC fluorogenic substrate, 2 h; inhibition, % at 5 µM; 220,000 tested, 0.3% active; in the data active = inhibition above about 40%;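 note: 0% = enzyme with no compound and 100% = blank without enzyme; many of its hits are not listed in these tables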
KLK5 inh – kallikrein 5 (human) inhibition; recombinant hK5, fluorogenic AMC substrate cleavage; inhibition, % at 5 µM; 210,000 tested, 0.59% active; Q9Y337;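 active = inhibition of 40% or more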;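 note: 0% = enzyme controls without compound and 100% = no-enzyme blanks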
Target sequence (Q9Y337 67-293 limits assumed): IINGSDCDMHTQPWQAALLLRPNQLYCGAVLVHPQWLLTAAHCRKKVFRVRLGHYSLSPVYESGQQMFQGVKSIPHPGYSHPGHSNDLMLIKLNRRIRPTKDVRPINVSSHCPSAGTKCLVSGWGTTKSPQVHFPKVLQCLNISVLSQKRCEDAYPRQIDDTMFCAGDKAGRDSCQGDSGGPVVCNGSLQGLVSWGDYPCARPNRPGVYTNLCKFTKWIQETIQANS
PERK inh – human PERK inhibition, primary cell-based screen; Q9NZJ5; CHO PERK-DD fusion, SEAP luminescence translation reporter; inhibition, % at 5.6 µM; 220,000 tested, 0.17% active; AID 1416;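 active = inhibition above the mean inhibition of all tested compounds plus 3 SD, set separately per screening campaign, cut at about 2.9% in these data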;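 note: PERK kinase domain activated by AP20187 dimerizer at 100 nM; 0% = DMSO with dimerizer and 100% = rapamycin at 8.4 µM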
m-calpain inh – blocks pig calpain II enzyme activity; purified calpain II, fluorogenic peptide substrate, 30 min; inhibition, % at 16 µM; 220,000 tested, 0.37% active; AID 1236;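 active = inhibition above about 50%, limit read from the data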
An asterisk follows results filed as active; . = not tested or not shown; [ ] = remark or other dose.

The line under a structure holds: Furin inh	FXIa inh 1536	thrombin 1536	Rad51 HR inh	KCC2 mod	FXIIa inh	KLK5 inh	PERK inh	m-calpain inh
- O=C(NC1CCCC1)c1cnn2c(C(F)(F)F)cc(-c3ccco3)nc12
    -8.6	5.5	-5.9	-2.8	-1.44	16.9	6.5	-0.7	-260.1
- O=C(CCc1ccccc1)NNC(=O)c1ccc(Br)cc1
    -11.5	11.4	11.5	-3.4	-1.74	22.4	18.3	0.5	7.0
- CCOc1cc(/C=N\O)cc(Cl)c1OCC
    -9.2[20 µM]	0.1	-1.1	-5.1	.	11.4	-4.7	0.3	-11.0
- O=C(CSc1ccccn1)Nc1ccc(NC(=O)CSc2ccccn2)cc1
    -18.2	1.1	0.4	.	-1.13	9.4	1.5	0.1	14.0
- Cc1ccc(N2CC(C(=O)NCc3ccc4c(c3)OCO4)CC2=O)cc1C (centres undefined)
    -21.7[20 µM]	-7.2	-8.3	-5.9	-0.0238	2.5	-1.4	0.4	4.3
- Cc1cc(C)c(C)c(S(=O)(=O)N2CCN(CC(=O)Nc3sccc3C#N)CC2)c1C
    -7.0	-7.6	-15.8	-4.7	0.261	2.6	-19.9	-1.1	4.9
- CCOC(=O)c1ccc2c(c1)nc(SCC(=O)c1cc3ccccc3o1)n2CC
    -16.4[20 µM]	9.0	3.4	-8.6	-0.446	19.5	-2.2	-0.7	-8.0
- N#Cc1c(Cl)nsc1NC(=O)c1ccccc1
    -16.6	1.4	4.8	11.7	-3.77	6.8	-4.3	-0.4	20.3
- COc1ccc(C2CC(C)(c3ccc(OC)cc3)Nc3ccccc3N2)cc1 (centres undefined)
    -14.1	4.1	-0.9	.	0.927	4.2	1.4	2.3	-49.1
- Cc1ccc(C(=O)COC(=O)c2ccc3c(c2)C(=O)N(c2cccc4ncccc24)C3=O)cc1C
    -1.7[20 µM]	13.0	0.3	0.6	1.08	13.6	3.6	0.9	-39.9
- CCNC(=O)c1c(O)c2ccccc2[nH]c1=O
    -11.3	-12.3	-11.3	-4.8	0.0811	-2.3	-11.2	0.9	-9.4
- Oc1ccc(/C=N/Nc2nccnc2Cl)cc1
    -5.1[20 µM]	-5.9	-15.5	-3.2	.	-19.9	-1.7	-0.1	0.7
- Cc1nnc(NCCN2CCOCC2)[nH]c1=O
    -12.2[20 µM]	6.8	3.2	5.0	-0.0461	16.1	-2.7	1.2	0.3
- Cc1nonc1NC(=O)CSc1nnc(-c2ccoc2C)n1C
    -13.3	11.3	2.0	-4.4	1.03	15.8	-25.2	0.8	-33.0
- Cc1sc(NC(=S)NC(=O)c2cccs2)nc1-c1ccc(CC(C)C)cc1
    -5.2[20 µM]	1.1	2.7	2.7	0.764	6.1	-7.0	0.1	5.5

The final two records of the section above lead into the next:
The line under a structure holds: Furin inh	FXIa inh 1536	thrombin 1536	Rad51 HR inh	KCC2 mod	FXIIa inh	KLK5 inh	PERK inh	m-calpain inh
- Cc1nonc1NC(=O)CSc1nnc(-c2ccoc2C)n1C
    -13.3	11.3	2.0	-4.4	1.03	15.8	-25.2	0.8	-33.0
- Cc1sc(NC(=S)NC(=O)c2cccs2)nc1-c1ccc(CC(C)C)cc1
    -5.2[20 µM]	1.1	2.7	2.7	0.764	6.1	-7.0	0.1	5.5
- O=C(NCC1OCCc2ccccc21)c1cc(COc2c(F)cccc2F)on1 (centres undefined)
    -7.9	-4.8	-3.6	.	-5.95*	0.4	.	0.0	39.0
- Cc1cccc(NC(=O)Cn2nnc(-c3ccc(CN4CCCC4)cc3)n2)c1C
    -19.6	5.1	2.1	-6.8	0.801	16.2	17.8	-0.8	-17.4
- Cc1ccc(-c2nc(SCC(=O)Nc3ccccc3OC(F)F)c3c(C)c(C(=O)O)sc3n2)cc1
    -8.6	1.4	-2.9	-23.3	-0.62	1.0	0.7	0.8	0.0
- CC(C)(C)C(=O)Nc1ccc(C(=O)NNC(=O)c2ccccc2)cc1
    -22.8	0.3	-0.2	2.0	0.22	8.3	4.8	1.2	-28.8
- CCc1ccc(/C=N/n2c(C)cc(C)c(C#N)c2=O)cc1
    -1.5	6.0	-0.3	2.8	-2.58	8.1	-21.7	1.4	10.9
- COc1ccccc1NC(=O)C(=O)NCc1ccccc1Cl
    -17.1	8.3	-1.7	11.8	1.22	11.9	-11.2	1.0	-32.3
- Cc1nn(-c2nc3ccccc3s2)c(N)c1-c1ccc(Cl)cc1
    -12.7[20 µM]	4.8	0.2	-4.5	0.169	11.4	-6.7	1.1	-5.1
- O=C(CCN1C(=O)COc2ccccc21)NCCC1=CCCCC1
    -23.0	-11.3	-3.2	-15.7	-0.342	5.3	-11.1	-1.0	19.8
- Cc1ccc(Cn2nnnc2CN2CCC(c3nc4ccc(Cl)cc4[nH]3)CC2)cc1
    -23.0	0.6	-6.1	-2.6	.	4.6	-21.7	-0.9	16.9
- COC(=O)C1=NNC2(c3ccc(Cl)cc3)C(=O)N(c3ccc(Cl)cc3)C(=O)C12 (centres undefined)
    -20.0	1.3	-7.9	1.1	-1.13	11.4	-7.7	0.5	12.1
- CCCCOC(=O)Nc1nc(CC(=O)OCC)cs1
    -4.7[20 µM]	-6.1	-16.0	0.4	0.115	-8.0	-3.3	0.6	3.8
- CCOc1ccc(S(=O)(=O)NNC(=S)Nc2ccc(Br)cc2)cc1
    -2.9	2.9	-6.4	11.6	0.014	4.0	-25.7	0.3	1.8
- CCCCC(CC)C(=O)Nc1ncc([N+](=O)[O-])s1 (centres undefined)
    -18.2	-4.2	6.8	19.1	-3.3	4.7	-0.3	0.1	-3.4
- COc1ccc(NC(=S)N2CCCC(CO)C2)c(OC)c1 (centres undefined)
    -24.2	5.0	-3.0	6.1	0.758	9.0	-12.9	0.8	-0.5
- CC(c1cccs1)N(Cc1ccco1)C(=O)Nc1ccc(Cl)c(Cl)c1 (centres undefined)
    -8.8[20 µM]	2.3	4.5	-10.0	-1.15	14.3	-0.2	-0.1	24.6

Complete entries as entered above.
`O=C(NCC1OCCc2ccccc21)c1cc(COc2c(F)cccc2F)on1` (centres undefined) is listed with Furin inh: -7.9; FXIa inh 1536: -4.8; thrombin 1536: -3.6; Rad51 HR inh: .; KCC2 mod: -5.95*; FXIIa inh: 0.4; KLK5 inh: .; PERK inh: 0.0; m-calpain inh: 39.0
`Cc1ccc(Cn2nnnc2CN2CCC(c3nc4ccc(Cl)cc4[nH]3)CC2)cc1` is listed with Furin inh: -23.0; FXIa inh 1536: 0.6; thrombin 1536: -6.1; Rad51 HR inh: -2.6; KCC2 mod: .; FXIIa inh: 4.6; KLK5 inh: -21.7; PERK inh: -0.9; m-calpain inh: 16.9

Continued.
The line under a structure holds: Furin inh	FXIa inh 1536	thrombin 1536	Rad51 HR inh	KCC2 mod	FXIIa inh	KLK5 inh	PERK inh	m-calpain inh
- CNCCCC1Sc2ccccc2Oc2ccccc21 (centres undefined)
    -17.4[20 µM]	8.0	-3.8	9.1	1.57	11.9	-7.5	-0.4	16.1
- COc1cccc(NC(=O)Nc2cc(C)ccc2F)c1
    -13.1	-23.6	-7.3	8.2	.	-0.9	6.6	-0.4	0.8
- Cc1ccccc1-n1c(-c2cccnc2)n[nH]c1=S
    -6.4[20 µM]	-3.1	-10.8	-2.9	-0.314	5.0	-22.8	0.9	-30.5
- Nc1c(-c2ccccc2)c(CN2CCOCC2)nn1-c1ccc(F)cc1
    -24.7	13.6	5.6	-6.6	0.22	28.3	1.8	0.0	21.4
- NS(=O)(=O)c1ccc(CNC(=O)c2ccccn2)cc1
    -13.8	1.9	-8.1	1.9	1.8	4.5	-10.2	0.2	1.7
- CCN(CC)S(=O)(=O)c1cccc(C(=O)NCC(=O)OCC(=O)NCc2ccccc2)c1
    -9.7	11.4	-1.2	4.0	.	30.5	-5.5	0.5	28.6
- O=C(C1CCN(Cc2cccs2)CC1)N1CCN(Cc2ccc3c(c2)OCO3)CC1
    -19.8	-7.7	5.0	6.1	-0.73	-0.7	-9.1	0.2	-23.2
- COc1ccc2[nH]c(=O)c(C(c3nnnn3C3CCCCC3)N3CCN(C)CC3)cc2c1 (centres undefined)
    -21.0	15.6	-6.4	-1.3	-0.993	18.9	0.3	-0.1	-103.8
- COCC(C)n1c(SCc2cc(=O)n3cc(C)ccc3n2)nc2ccccc2c1=O (centres undefined)
    -13.0	1.7	-0.4	-2.9	-1.46	-0.3	0.2	-0.2	-62.5
- COc1cccc(NC(=O)CSc2nnc(-c3cc(-c4ccccn4)nc4ccccc34)o2)c1
    -14.5[20 µM]	-3.0	-9.7	28.9	1.08	-8.1	-1.3	-0.7	-34.9
- S=c1[nH]nc(-c2cc(-c3ccsc3)n[nH]2)n1-c1cccc2ccccc12
    -20.5	-1.5	1.5	-40.3	0.0437	4.5	-5.4	0.8	-27.0
- O=C(CSc1ncn[nH]1)Nc1ccc2c(c1)OCCO2
    -12.4[20 µM]	-0.2	0.5	9.3	.	8.4	-2.1	0.1	-6.9
- CCOc1ccc(N(CC(=O)N2CCc3ccccc32)S(=O)(=O)c2c(C)noc2C)cc1
    -2.3	4.3	-2.0	-2.1	.	14.2	-15.2	-1.0	-15.1
- CC(C)c1ccccc1NC(=S)N(C)C
    -12.2	6.5	-4.2	12.1	-0.256	10.0	0.2	1.4	11.8
- COc1ccc(-c2cc(-c3ccc(N)cc3)nc(N)c2C#N)cc1OC
    -17.5	-13.7	-26.1	-4.7	-3.59	-6.1	-12.4	0.2	-100.5
- COc1nc(Nc2cccc(C(F)(F)F)c2)nc(OC)n1
    -10.5	-1.0	-3.6	0.6	.	2.6	8.3	-0.4	-4.3
- CNC(=O)CC1C(=O)N(C)C(=S)N1NC(=O)c1ccc(Cl)cc1 (centres undefined)
    -22.0[20 µM]	-5.0	-0.7	-0.7	-0.372	1.3	-10.2	1.2	-2.8
- CCOc1ccc(-c2nnc3n2N=C(c2ccc(OC)cc2)CS3)cc1
    -13.8	1.8	-2.5	-33.0	.	10.4	2.4	-0.9	20.8
- COc1ccc(NC(=O)C(F)(F)F)cc1OC
    -12.5[20 µM]	-0.6	-5.8	4.7	0.0927	4.9	2.3	0.5	-2.6
- CNC(=S)N1N=C(c2ccc(Br)cc2)CC1c1ccc(N(C)C)cc1 (centres undefined)
    -3.4	-1.7	0.0	-13.0	-0.75	8.0	0.0	0.5	-70.4
- Cc1ccc(NC(=O)CCN2C(=O)OC(C)(C)C2(C)O)cc1 (centres undefined)
    -19.9	-1.2	-14.1	-8.6	-0.0209	4.4	0.1	0.2	-5.2
- Cc1ccc(CCn2c3c(c4ccccc42)CN(C)CC3)cn1
    -18.1	-0.1	-7.4	4.3	0.0351	10.6	-3.6	-0.6	-22.0
- COc1ccc(CN2CCN(C(=O)CN3C(=O)C4C5C=CC(C5)C4C3=O)CC2)c(OC)c1OC (centres undefined)
    -5.7	-3.4	3.3	7.1	0.364	9.5	-20.9	0.0	-42.7
- CCc1nnc(NC(=O)C(NC(=O)c2ccccc2Cl)C(C)C)s1 (centres undefined)
    -17.5	-5.9	-0.1	12.3	0.902	4.9	-12.5	1.2	18.1
- CCOC(=O)C1=C(N)OC2=C(C(=O)CCC2)C1c1sccc1C (centres undefined)
    -16.2	3.4	-2.0	12.5	-6.44*	2.2	-9.2	0.6	20.7
- S=C(Nc1ccc2nsnc2c1)N1CCCCC1
    1.6	-10.1	-8.3	-5.1	0.398	7.3	12.0	-0.8	15.7
- O=C(COc1cccc2c1CCN(Cc1ccc(Cl)cc1)C2=O)N1CCOCC1
    -12.9	0.3	-0.1	5.6	-0.515	4.8	8.7	-0.8	-1.3
- CCNC(=O)C1CC(=O)N(Cc2ccc3c(c2)OCO3)C(=Nc2ccc(OCC)cc2)S1 (centres undefined)
    -23.1[20 µM]	-5.9	-6.2	.	1.62	0.6	-4.9	-0.3	-31.0

This is a subset. The share of hits here may be higher or lower than overall.
